NCOA3 inh: inhibits human SRC3 coactivator; AID 588352; inhibition, % at 3.6 µM; Q9Y6Q9; HEK293 GAL4-SRC3 luciferase reporter, luminescence; hit rate 0.17% among 360,000;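 active means inhibition above a per-campaign cutoff, the mean of all compounds plus 3 SD, cut at about 60% in these data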;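 further: 0% = DMSO-treated cells and 100% = gossypol-treated cells at 36 µM; higher means less SRC3-driven luciferase light from the GAL4 reporter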
NCOA1 inh: inhibits human SRC1 coactivator. HEK293 GAL4-SRC1 luciferase reporter, luminescence. inhibition, % at 3.6 µM. hit rate 0.12% among 360,000. AID 588354;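 active means inhibition above the campaign mean plus 3 SD, with each screening campaign given its own cutoff, cut at about 60% in these data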;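 further: 0% = DMSO treated cells and 100% = gossypol at 36 µM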
MC4R ag barr: human MC4R agonism via beta-arrestin; AID 540308; hit rate 0.98% among 360,000; U2OS MC4R beta-arrestin complementation, luminescence; percent of melanotan II response, DMSO zero; activation, % at 8.9 µM;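 active means activation above a per-plate cutoff, the mean activation of sample wells on that plate plus 3 SD, cut at about 8% in these data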
NR2F2 inh: blocks human COUP-TFII nuclear receptor | P24468 | HEK293T NGFI-A luciferase reporter, luminescence | inhibition, % at 8.6 µM | hit rate 0.7% among 370,000;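 active means inhibition above a per-plate cutoff, mean inhibition of test wells between control levels plus 3 SD, cut at about 38% in these data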;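 further: cells cotransfected with COUP-TFII expression vector driving the NGFI-A reporter; 0% = median of COUP-TF2 test wells and 100% = reporter-only cells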
MC4R antag cAMP: antagonists of human melanocortin 4 receptor (MC4R). P32245. MC4R-expressing cells, MTII-stimulated cAMP, LANCE TR-FRET. inhibition, % at 6.5 µM. hit rate 0.48% among 360,000. AID 540295;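 active means inhibition above its plate's cutoff, the mean of tested wells on that plate plus 3 SD, cut at about 29% in these data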;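 further: 0% = Melanotan II alone and 100% = Melanotan II plus saturating MCL0020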
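Material – human MC4R-expressing U2OS cells · Repeats – no replicates · Detection – TR-FRET with Eu-cAMP and labeled anti-cAMP, 671 nm · Times – compound 30 min, challenge 1 h, detection 1 h · Compound – single nominal compound dose of 6.5 µM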
EBV LMP1 NFkB: Epstein-Barr LMP1 NF-kappaB reporter inhibition; AID 504558; LMP1-induced NF-kappaB luciferase reporter cells, luminescence; inhibition, % at 12.5 µM; hit rate 0.69% among 350,000; in the data active means inhibition above about 41%;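 further: 0% = neutral control wells and 100% = reference inhibitor control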
ABHD5-PLIN5 inh: ABHD5-PLIN5 protein interaction inhibition. hit rate 0.78% among 360,000. Split G. princeps luciferase complementation, luminescence, 4 h. inhibition, % at 4 µM;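 active means inhibition above the mean inhibition across every tested compound plus 3 SD, cut at about 22% in these data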;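 further: 0% = DMSO only wells and the 100% control is not disclosed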
Target sequence (Q00G26 whole entry, looked up): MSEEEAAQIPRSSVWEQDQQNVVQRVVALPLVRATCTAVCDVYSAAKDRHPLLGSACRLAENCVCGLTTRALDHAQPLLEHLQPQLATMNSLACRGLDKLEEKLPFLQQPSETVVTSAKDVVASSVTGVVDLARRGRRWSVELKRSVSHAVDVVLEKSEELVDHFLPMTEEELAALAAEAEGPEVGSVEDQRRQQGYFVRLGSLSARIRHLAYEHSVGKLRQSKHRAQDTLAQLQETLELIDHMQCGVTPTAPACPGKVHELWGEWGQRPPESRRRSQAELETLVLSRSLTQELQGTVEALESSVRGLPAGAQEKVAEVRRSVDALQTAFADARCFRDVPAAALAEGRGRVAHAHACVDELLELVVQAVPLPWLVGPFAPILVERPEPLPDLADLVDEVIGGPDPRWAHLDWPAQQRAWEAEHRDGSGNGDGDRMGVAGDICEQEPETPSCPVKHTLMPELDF
Target sequence (Q8WTS1 whole entry, looked up): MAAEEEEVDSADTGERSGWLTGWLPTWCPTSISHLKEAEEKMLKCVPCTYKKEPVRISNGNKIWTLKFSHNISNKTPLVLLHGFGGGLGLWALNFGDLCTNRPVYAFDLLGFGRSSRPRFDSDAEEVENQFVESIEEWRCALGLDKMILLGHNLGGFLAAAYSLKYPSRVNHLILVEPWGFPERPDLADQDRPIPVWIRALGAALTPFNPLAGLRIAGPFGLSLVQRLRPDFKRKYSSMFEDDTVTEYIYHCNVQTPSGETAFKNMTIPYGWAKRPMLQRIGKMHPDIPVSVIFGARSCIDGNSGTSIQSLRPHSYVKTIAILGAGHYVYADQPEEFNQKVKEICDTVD
TLR9-MyD88 inh: blocks human TLR9 binding to MyD88; Q9NR96+Q99836; CHO BLA complementation TLR9-MyD88, CCF4 FRET ratio; inhibition, % at 4.98 µM; hit rate 0.21% among 340,000; AID 504734;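 active means inhibition above the mean over all tested compounds plus 3 SD, cut at about 21% in these data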;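 further: 0% = DMSO only wells and 100% = clavulanate BLA inhibitor control wells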
LRH-1 inv ag: NR5A2 inverse agonism in reporter assay; O00482; HEK293T StAR-luciferase reporter, LRH-1 transfected, 24 h; inhibition, % at 3.6 µM; hit rate 0.13% among 360,000;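 active means inhibition above the mean inhibition of all tested compounds plus 3 SD, cut at about 73% in these data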;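 further: 0% = DMSO wells and 100% = reporter-only cells lacking LRH-1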
NCOA2 inhibitor: inhibits human steroid receptor coactivator 2; HEK293 GAL4-SRC2 luciferase reporter, luminescence; AID 651957; Q15596; inhibition, % at 9 µM; hit rate 0.17% among 370,000;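 active means inhibition above the mean inhibition of all tested compounds plus 3 SD, set per campaign, cut at about 52% in these data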;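 further: 0% = DMSO treated cells and 100% = cells given Gossypol at 36 µM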
NOD2 RIPK2 PPI: blocks binding of human NOD2 to RIPK2; O43353; inhibition, % at 4.98 µM; AID 624267; hit rate 0.38% among 360,000; CHO BLA complementation NOD2-RIPK2, CCF4 ratio; in the data active means inhibition above about 21%;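 further: 0% = vehicle only and 100% = reference blocker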
Starred values were filed as active, the others as inactive; . = not tested or not shown. These rows are one share of the data; the hit share may differ from the screen's.

SMILES	NCOA3 inh	NCOA1 inh	MC4R ag barr	NR2F2 inh	MC4R antag cAMP	EBV LMP1 NFkB	ABHD5-PLIN5 inh	TLR9-MyD88 inh	LRH-1 inv ag	NCOA2 inhibitor	NOD2 RIPK2 PPI
COc1cc(OC)c(N(C)C(=O)c2cn(C)c(=O)c3cc(OC)c(OC)cc23)cc1Cl	6	-5	-2.1	-15	0	2	-1	1	4	7	-16
CCOC(=O)c1nnsc1-c1ccc(-c2snnc2C(=O)OCC)cc1	7	-49	0.3	3	24	4	-3	9	0	4	-5
COc1ccc(NC(=O)c2cc3c(CO)cnc(C)c3oc2=Nc2cc(OC)cc(OC)c2)cc1	-5	3	-1.0	-17	10	2	3	3	3	22	15
COc1ccc(NC(=O)C2CCCCN2S(=O)(=O)c2ccc(F)cc2)cc1 (stereo not given)	13	6	0.5	8	-2	-4	4	-6	10	-18	-16
Cc1ccc(NS(=O)(=O)c2ccc(-n3cccn3)cc2)c(Br)c1	-3	-7	-1.3	2	2	4	4	4	20	0	5
CC(C)n1cc(/C=C2/SC(=O)N(CC(=O)N3CCCC3)C2=O)c2ccccc21	-16	15	0.0	2	0	2	1	-14	5	-16	-5
CSCCC(NC(=O)c1ccccc1)C(=O)OCC(=O)c1ccc[nH]1 (stereo not given)	1	9	-2.9	7	15	-2	-3	-1	7	15	-4
CCc1nc2ccc(C(=O)Nc3ccc(OC)c(OC)c3)cn2c1N(C)Cc1nccs1	-15	1	-1.0	7	13	.	-6	.	0	-1	1
CC(OC(=O)CC1CC2CCC1C2)C(=O)Nc1ccc(C(N)=O)cc1 (stereo not given)	-14	-7	-0.9	-5	2	3	-1	7	13	0	-6
COc1ccc([N+](=O)[O-])cc1NC(=O)CCC(=O)c1cccs1	6	-18	1.3	-13	-4	-3	1	-2	-7	0	2
COc1ccc(C(=O)C2CCCN(Cc3c(O)cccc3OC)C2)cc1OC (stereo not given)	3	14	-0.7	6	-4	11	-1	-9	8	-13	5
CC(C)CCN(C(=O)C1=COCCO1)c1c(N)n(Cc2ccccc2)c(=O)[nH]c1=O	12	-17	0.7	2	-3	1	-8	-11	-8	-8	-13
CC(=O)c1ccc(NC(=O)CNCc2cccs2)cc1	-53	-82	-0.8	-23	3	-10	2	-7	-66	-77	-9
O=C(NC(=S)Nc1cccc([N+](=O)[O-])c1)c1ccco1	-30	-30	1.3	-21	-3	-8	-7	-13	-18	-15	6
Cc1ccc2c(CC(=O)Nc3ccc(N4CCN(C)CC4)cc3C)coc2c1	-14	-18	-1.3	-25	-4	-18	7	1	-22	-8	-6
Cc1cccc(N(C(=O)c2snc(C(N)=O)c2N)C(C(=O)NC2CCCC2)c2ccncc2)c1 (stereo not given)	-32	-10	-0.1	-2	6	-2	0	6	4	-30	-8
CCc1ccc(N2CN=c3s/c(=C\c4ccccc4)c(=O)n3C2)cc1	4	-34	0.6	1	6	4	6	-6	1	-16	-11
CC(OC(=O)c1n[nH]c2ccccc12)C(=O)Nc1ccccc1[N+](=O)[O-] (stereo not given)	-17	-19	-1.8	-12	-9	-1	3	3	-7	-34	-9
CC(OC(=O)c1cccc(NS(C)(=O)=O)c1)C(=O)Nc1ccc2c(c1)OCO2 (stereo not given)	7	-12	-0.3	-5	4	6	-14	-13	13	-18	-6
CCCCSc1nnc2nc(C)cc(C)n12	-15	-1	2.0	-3	-1	-1	4	5	-20	-6	-6
COc1ccc(NC(=O)Cn2c(=O)n(CC3CCCO3)c(=O)c3cc(OC)c(OC)cc32)c(OC)c1 (stereo not given)	-19	-2	0.3	8	-3	1	-2	3	22	-42	-7
CCN(CC(=O)Nc1c(F)cccc1F)C(=O)CNC(=O)c1cccs1	-3	-26	-2.4	3	3	8	-5	-5	2	-4	-1
COc1ccc2[nH]cc(CCNC(=O)Cn3cc(C)c(=O)[nH]c3=O)c2c1	13	13	-2.1	-5	2	1	1	-7	-12	13	3
CC(C)NC(=O)C1(C)CCN1C(=O)c1ccc(F)c(Cl)c1 (stereo not given)	-6	-6	-0.6	-11	-6	.	-1	.	1	-13	-5
COc1ccc(N2CCN(CCNC(=O)Nc3cc(Cl)ccc3Cl)CC2)cc1	-5	9	-0.6	-6	7	-10	4	-7	-13	7	-17
COCCSc1ccccc1C(=O)Nc1ccc(Cl)cc1	6	-54	-2.0	-1	4	-4	-2	-3	-19	-5	-3
Cn1nnnc1SCC(=O)N(C1CCCCC1)C1CCS(=O)(=O)C1 (stereo not given)	-3	19	-1.8	16	16	-2	5	-3	-2	14	-6
COC(=O)c1c(NC(=S)NNC(=O)c2ccc(Cl)s2)sc(C(=O)N(C)C)c1C	-44	0	-0.8	-29	-2	-3	1	-3	-9	1	1
O=C1c2ccccc2N2C(=O)c3ccccc3C2N1Cc1ccco1 (stereo not given)	-12	6	-3.5	.	-9	-2	8	2	6	.	-11
COc1cc(/C=C(\C#N)c2nc3ccccc3[nH]2)ccc1Oc1ccc([N+](=O)[O-])cn1	-20	-41	3.2	5	1	2	-1	2	-1	-19	10
O=C1C(Cc2ccccc2)Nc2ncnc(N3CCN(c4ccccc4)CC3)c2N1Cc1ccc(Cl)cc1 (stereo not given)	-9	4	-4.3	-2	3	-6	-2	0	-6	-11	-1
COc1ccc(NC(=O)CN(C)S(=O)(=O)c2ccc(Br)s2)cc1OC	-19	-13	0.9	12	8	-3	3	4	4	-3	1
COc1ccc(N2CCOCC2)c(NC(=O)COc2cccc(C)c2C)c1	17	-8	-2.7	15	1	-4	-1	-4	-24	-5	-7
CNC(=S)NC1CC2CCC(C1)N2Cc1ccccc1 (stereo not given)	25	11	2.5	-21	-3	1	4	5	11	-17	-2
CCCCCn1c(=O)[nH]c2cc(C(=O)NCCN(CC)CC)ccc2c1=O	-27	9	-3.8	-2	5	-19	0	2	-11	7	-2
Cc1cccc(NC(=O)CN2CCN(C(=O)CN3C(=O)NC4(CCCCC4C)C3=O)CC2)c1C (stereo not given)	11	8	0.0	15	21	5	1	-3	-13	3	-2
O=C1NC[C@H](CCCCN2CCN(CCc3ccccc3)C(=O)C2=O)N(CCc2ccc(O)cc2)C1=O	.	.	.	6	.	.	0	.	-10	4	8
Cc1n[nH]c(C)c1S(=O)(=O)N(CC(=O)NC1CCCC1)c1ccc(C(C)C)cc1	5	13	2.8	-6	3	5	-1	-6	-4	7	-21
O=C(CN1CCCCC1)Nc1cc(S(=O)(=O)N2CCOCC2)ccc1N1CCCC1	11	-14	-0.6	12	1	-2	-6	0	-4	4	6
COc1ccc(S(=O)(=O)N(C)C)cc1NC(=O)Cc1ccc(S(=O)(=O)N2CCOCC2)s1	-9	1	1.8	8	4	11	-12	0	2	5	-10
O=C(CSc1nnc2c(n1)[nH]c1ccccc12)NCc1ccccc1F	-7	2	1.4	-3	4	7	3	-3	-9	0	4
CC(Oc1ccc(Cl)cc1)C(=O)Nc1sccc1C(N)=O (stereo not given)	-1	-11	-2.0	15	5	13	1	-4	-24	-19	-10
CCCC(C)NC(=O)COc1ccc(S(=O)(=O)N2CCCC2)cc1 (stereo not given)	5	-4	1.5	-7	11	4	-8	-5	4	13	-1
CCS(=O)(=O)C1=NSC2=NC(=O)/C(=C\c3ccc(OS(=O)(=O)c4ccccc4)cc3)C(=N)N21	-41	-21	-0.8	.	-9	.	1	-3	-1	.	-5
O=C(Nc1ccccc1[N+](=O)[O-])c1cccc(N2C(=O)CCC2=O)c1	11	1	0.9	-5	9	-6	12	3	6	-10	-12
Cc1ccc(S(=O)(=O)c2c(N)n(NC(=O)C3CC3)c3nc4ccccc4nc23)cc1	1	-16	0.6	-1	-1	1	2	-13	-9	18	-2
CC(C)Oc1ccc(S(=O)(=O)N2CCCCC2)cc1NC(=O)C1=COCCO1	-1	-1	-1.2	19	11	-3	4	-9	6	-3	-4
O=C(c1ccco1)N1CCN(C(=O)c2cc(-c3ccccn3)nc3ccc(Cl)cc23)CC1	7	-11	-1.1	17	7	-6	3	-7	-19	-26	-3
CCOC(=O)c1ccc(NC2c3ccccc3C(=O)N2c2ccccn2)cc1 (stereo not given)	-5	-20	0.6	-6	7	-21	-3	-1	16	-22	-23
O=C(O)CCC(=O)Nc1cccc(C(=O)Nc2cccc(Cl)c2)c1	-3	6	-0.4	-9	-3	-21	13	3	-11	-42	-5
Further entries.
SMILES	NCOA3 inh	NCOA1 inh	MC4R ag barr	NR2F2 inh	MC4R antag cAMP	EBV LMP1 NFkB	ABHD5-PLIN5 inh	TLR9-MyD88 inh	LRH-1 inv ag	NCOA2 inhibitor	NOD2 RIPK2 PPI
COc1ccc(N2CCN(CCNC(=O)C3CCN(S(=O)(=O)c4cccs4)CC3)CC2)cc1	6	5	-1.8	.	-3	13	2	-14	-13	.	5
O=C(Cn1c(NCCO)nc2ccccc21)c1ccc(F)cc1	6	-1	-0.5	6	2	0	0	3	8	2	0
COc1ccc(C2NC(=O)NC(C)=C2[N+](=O)[O-])cc1 (stereo not given)	1	-4	-0.2	5	-3	-2	4	-12	-9	4	5
COc1ccccc1CNS(=O)(=O)c1c(C(=O)N2CCCC2)c(C)n(C)c1C	11	12	-1.1	-16	10	2	1	-1	-5	8	1
O=C1Nc2ccccc2C(O)(C(=O)NCc2ccco2)N1c1ccc(Cl)cc1 (stereo not given)	-13	-4	0.7	.	3	-5	-7	-9	-6	.	1
O=C(COCC(=O)Nc1cccc(C(F)(F)F)c1)Nc1cccc(C(F)(F)F)c1	12	0	1.3	0	13	4	-7	-4	14	-4	11
Cc1sc2nc(C3CC3)nc(N3CCN(C(=O)c4ccc(F)cc4)CC3)c2c1C	10	16	0.1	37	16	12	1	-5	16	26	-6
CN(C)CC1CCCCC1OC(=O)c1ccc(Br)cc1 (stereo not given)	13	-10	-0.8	-16	1	-4	8	-10	-6	-31	10
CS(=O)(=O)Nc1cccc(C2=NN(C(=O)c3ccc(F)cc3)C(c3cccs3)C2)c1 (stereo not given)	-27	5	-1.0	-14	11	-8	0	-13	7	-18	-6
COc1ccc(/C=N/NC(=O)c2ccc(CN3c4cccc5cccc(c45)S3(=O)=O)cc2)cc1	15	-21	1.6	17	7	-3	-7	-10	-14	-12	-2
O=C(CCCN1C(=O)/C(=C\c2ccccc2)SC1=S)N1CCOCC1	7	-11	-1.1	12	1	-15	-3	-3	13	-15	-14
O=C(c1ccco1)N1CCCC(c2nc3c(nnn3Cc3cccc(Cl)c3)c(=O)[nH]2)C1 (stereo not given)	-1	-45	1.8	1	4	-9	7	4	11	-12	-2
O=C(N/N=C/c1cc([N+](=O)[O-])ccc1O)c1cc(-c2ccccc2)nc2ccccc12	20	19	-3.2	7	12	4	2	-2	9	-3	-1

High-throughput results from PubChem BioAssay.
